CHRM4 PAM: positive allosteric modulators of human muscarinic M4 receptor; AID 624126; P08173; activation, % at 3 µM; 360,000 compounds, 0.4% hits; CHO-K1 hM4/Gqi5, Fluo-8 calcium fluorescence, ACh EC20; 0% = ACh EC20, 100% = maximal ACh;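 active = activation above its plate's cutoff, the mean activation of sample wells plus 3 SD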; note: some results filed as inactive read as strong as hits
Target sequence (P08173 whole entry, looked up): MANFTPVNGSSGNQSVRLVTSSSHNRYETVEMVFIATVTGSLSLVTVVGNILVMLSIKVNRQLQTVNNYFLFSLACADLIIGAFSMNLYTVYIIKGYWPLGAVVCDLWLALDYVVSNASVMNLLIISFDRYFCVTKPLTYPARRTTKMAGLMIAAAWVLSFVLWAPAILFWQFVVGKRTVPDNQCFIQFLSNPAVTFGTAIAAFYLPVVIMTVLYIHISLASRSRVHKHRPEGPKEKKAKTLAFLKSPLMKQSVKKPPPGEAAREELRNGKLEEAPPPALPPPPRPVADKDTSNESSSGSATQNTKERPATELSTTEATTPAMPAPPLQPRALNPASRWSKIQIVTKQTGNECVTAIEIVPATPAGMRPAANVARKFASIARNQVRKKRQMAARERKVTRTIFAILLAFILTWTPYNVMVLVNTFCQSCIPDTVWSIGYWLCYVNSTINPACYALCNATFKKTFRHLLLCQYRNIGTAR
GalR3 antag: blocks the human galanin receptor 3 | O60755 | HEK293 GalR3-CNG cAMP membrane potential fluorescence; galR3 body fused to GalR1 C-terminus | inhibition, % at 3 µM | 360,000 compounds, 0.44% hits;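 active = inhibition above the screen-wide average plus 3 SD, cut at about 13% in these data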;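 note: forskolin and galanin both at EC90 stimulate the cells; cAMP rise reported by CNG channel membrane potential dye signal; 0% = forskolin plus galanin with DMSO and 100% = forskolin alone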
CRFBP-R2 block: CRF-BP/CRF-R2 complex antagonism; HEK293 CRF-R2/CRF-BP, CRF-induced calcium fluorescence; 350,000 compounds, 0.59% hits; inhibition, % at 11.8 µM;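 active = inhibition of the ligand-induced calcium signal above about 50% at the single tested concentration, limit read from the data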
PHOSPHO1 inh: PHOSPHO1 (human) inhibition. Q8TCT1. recombinant PHOSPHO1, absorbance phosphatase assay. inhibition, % at 13.3 µM. 290,000 compounds, 1.1% hits. AID 1565; in the data active = inhibition above about 60%
IDE act: activators of human insulin-degrading enzyme in cells; P14735; HEK cells, FAbeta-B cleavage, fluorescence polarization; 0% vehicle, 100% cell-free pure enzyme wells; activation, % at 5.96 µM; 340,000 compounds, 0.073% hits; AID 493087;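 active = activation above the mean of all tested compounds plus 3 SD, set per screening campaign, cut at about 17% in these data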
MEKK3 PB1 HTS: modulators (inhibitors or enhancers) of MEK5 binding to human MEKK3 PB1 domain; bead-based flow cytometry, Alexa488-MEK5 binding to MEKK3; actives lie on both sides; 0 = blocked by unlabeled MEK5, 100 = vehicle; 290,000 compounds, 1.4% hits; binding response (% of control), % at 10 µM;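 active = binding response more than 3 SD above or below the average of its plate-row segment, actives on both sides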;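 note: Alexa488 bead fluorescence after subtracting the streptavidin-only scavenger bead signal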
Target sequence (Q99759 whole entry, looked up, the tested form may be a part): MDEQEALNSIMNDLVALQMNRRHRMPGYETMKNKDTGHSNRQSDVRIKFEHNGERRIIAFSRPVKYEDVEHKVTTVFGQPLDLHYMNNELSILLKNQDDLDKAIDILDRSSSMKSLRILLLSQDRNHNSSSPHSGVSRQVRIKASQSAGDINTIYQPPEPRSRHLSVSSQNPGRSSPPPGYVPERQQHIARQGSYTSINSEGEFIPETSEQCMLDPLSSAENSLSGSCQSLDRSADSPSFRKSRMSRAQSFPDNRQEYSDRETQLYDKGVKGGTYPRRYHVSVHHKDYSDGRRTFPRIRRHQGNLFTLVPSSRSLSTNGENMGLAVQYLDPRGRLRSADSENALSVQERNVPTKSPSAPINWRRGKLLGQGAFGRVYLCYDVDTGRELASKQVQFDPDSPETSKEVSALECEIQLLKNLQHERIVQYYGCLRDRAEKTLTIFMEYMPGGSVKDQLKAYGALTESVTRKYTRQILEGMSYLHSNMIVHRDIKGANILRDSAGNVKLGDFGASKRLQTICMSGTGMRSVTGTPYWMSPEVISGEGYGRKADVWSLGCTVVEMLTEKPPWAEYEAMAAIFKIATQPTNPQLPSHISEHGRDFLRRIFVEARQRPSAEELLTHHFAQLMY
IDE inh: inhibits human insulin-degrading enzyme in HEK cells; 320,000 compounds, 0.41% hits; inhibition, % at 5.59 µM; FAbetaB cleavage, fluorescence polarization;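 active = percent inhibition above the average of all tested compounds plus 3 SD, set per screening campaign, cut at about 16% in these data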;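 note: IDE supplied by intact live HEK cells; FP after avidin binding of uncleaved biotin substrate so inhibition keeps polarization high; 0% = DMSO wells and 100% = 60 µM reference IDE inhibitor Ii1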
p-CIP stab down: compounds decreasing mouse p/CIP protein stability. AID 1984. Q05BA5. F442A p/CIP-EGFP cells, EGFP fluorescence, 16 h. 290,000 compounds, 0.01% hits. decrease of EGFP signal, % at 10 µM;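 active = EGFP signal decrease of at least 30% at 10 µM or well 3 SD below plate mean, unless failing retest; inactive = the rest, including hits failing retest or dose response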; note: some compounds called inactive have numbers as strong as hits; many of its hits are not listed in these tables
CRFR2-BP ag: agonists of human CRF-binding protein/CRF-R2 receptor complex | HEK293 CRF-R2/CRF-BP, calcium dye fluorescence (FLIPR); percent of saturating CRF peptide response | activation, % at 13.2 µM | 350,000 compounds, 0.46% hits | AID 588473;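 active = activation of at least 50%, plus an integration ratio under a set limit after plate pattern correction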;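 note: plate controls were neutral control wells without compound for no effect and CRF at EC100 for full effect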
* marks the source's active call; other numbers are inactive results; . = not tested or not shown.

item | MEKK3 PB1 HTS | IDE inh | PHOSPHO1 inh | CRFBP-R2 block | p-CIP stab down | CRFR2-BP ag | CHRM4 PAM | GalR3 antag | IDE act | structure
1 | 102 | -6 | 45 | -14 | 6 | 1.2 | -8 | 1 | 8 | CCCN1CCN(C(=O)c2oc3ccccc3c2NC(=O)COc2ccc(OC)cc2)CC1
2 | 103 | 8 | 48 | -6 | 0 | 0.2 | 0 | 1 | 6 | Cc1ccc(OCC(=O)NNC(=O)c2ccc(NC(=O)C3CC3)cc2)c(C)c1
3 | 95 | -2 | 30 | -9 | -5 | 0.2 | -2 | -8 | 7 | O=C(Nc1cccc(F)c1)N1CCCC(CNS(=O)(=O)Cc2ccccc2)C1 (centres undefined)
4 | 98 | 0 | 28 | 8 | 2 | -0.2 | 9 | -1 | 6 | N#Cc1ccccc1NC(=O)Nc1ccc(Cl)cc1
5 | 91 | . | -3 | -14 | -1 | 4.5 | 7 | -4 | -6 | Cc1ccc(C(=O)C[n+]2ccccc2)cc1
6 | 96 | 1 | -5 | -10 | 6 | 0.1 | 9 | -6 | -3 | COc1ccccc1OCC(=O)NNC(=O)c1ccoc1C
7 | 102 | -4 | -6 | 6 | -19 | 0.5 | -1 | -5 | -1 | Cc1ccc(OCCN2CCN(C(=O)CCC(=O)Nc3nnc(C)s3)CC2)cc1
8 | 103 | 0 | 30 | 15 | -17 | 0.4 | -4 | -6 | -1 | CSCCNC(=O)c1ccc(OC2CCN(S(=O)(=O)N(C)C)CC2)cc1
9 | 100 | -1 | -1 | -18 | 10 | 6.3 | -9 | -3 | 6 | C=CCNC(=O)c1ccccc1NC(=O)c1cccc2ccccc12
10 | 98 | 2 | -1 | 18 | -5 | 0.2 | 4 | -5 | 2 | Cc1cc(C)n(-c2cc(Oc3ccccc3)ncn2)n1
11 | 94 | 1 | -3 | -3 | 2 | 0.4 | 0 | 0 | 4 | CCOC(=O)C(=O)Nc1nnc(CCc2ccccc2)s1
12 | 99 | 5 | -6 | -142 | -19 | 54* | -3 | -7 | 8 | CCOc1ccc(/C=N/OCC(=O)NC(c2ccccc2)c2ccccc2)cc1
13 | 103 | -7 | 10 | -10 | -1 | 1.0 | 5 | -2 | 4 | COc1ccc(S(=O)(=O)NCC(=O)N(CC(=O)NCC2CCCO2)c2ccccc2C)cc1 (centres undefined)
14 | 100 | 4 | 22 | 6 | 2 | -1.0 | 0 | 6 | 8 | CCc1ccc2c(c1)c(N=NC1=NC(=O)CS1)c(O)n2CC
15 | 98 | 5 | 21 | -24 | 11 | 9.8 | 0 | -7 | -1 | N#Cc1cccc(C(c2nnnn2CCc2ccccc2)N2CCN(C3CCCCC3)CC2)c1 (centres undefined)
16 | 98 | -1 | 41 | 6 | -22 | -2.0 | -3 | -3 | 2 | Cc1cccc(NC(=O)C(=O)NCC2CCCO2)c1 (centres undefined)
17 | 97 | 1 | 32 | 18 | 1 | -1.8 | 8 | -5 | 4 | CN=C(NC(=O)Nc1c(C)cccc1C)NC(=O)Nc1c(C)cccc1C
18 | 106 | 0 | 3 | 11 | 0 | 1.7 | 4 | -1 | 4 | O=[N+]([O-])c1cc(C(F)(F)F)ccc1NCCc1c[nH]c2ccc(O)cc12
19 | 102 | 0 | 6 | 4 | 4 | 0.2 | 17 | -2 | -4 | O=C(CCC1CCCC1)N1CCN(C(=O)c2cccnc2)CC1
20 | 99 | 4 | 4 | -13 | 6 | 0.3 | 5 | -3 | 5 | CCC(CC)NC(=O)c1ccc(NS(=O)(=O)c2ccc3[nH]c(=O)[nH]c3c2)cc1
21 | 109 | 2 | 24 | -17 | -9 | -0.3 | -5 | -3 | 1 | Fc1ccccc1N1CCN(C2CCCN(Cc3ccccc3C(F)(F)F)C2)CC1 (centres undefined)
22 | 103 | -6 | 46 | -13 | -8 | 6.7 | 13 | -5 | -2 | COc1ccc(CCNC(=O)CCc2ccc(S(=O)(=O)NCC(C)C)cc2)cc1OC
23 | 106 | -1 | 5 | -15 | -10 | 0.4 | 0 | -5 | 1 | CC(C)CCCC(C)NS(=O)(=O)Cc1ccccc1 (centres undefined)
24 | 101 | -1 | 32 | -5 | -5 | -0.1 | 3 | 0 | 4 | COc1cccc(NC(=O)N2CCCC2C(=O)NC2CCCC2)c1 (centres undefined)
25 | 102 | 3 | 29 | 16 | 0 | -1.5 | 2 | -5 | 2 | O=S(=O)(c1ccc(Cl)cc1)N1CCc2ccccc21

6 entries drawn at random from the list so far:
item | MEKK3 PB1 HTS | IDE inh | PHOSPHO1 inh | CRFBP-R2 block | p-CIP stab down | CRFR2-BP ag | CHRM4 PAM | GalR3 antag | IDE act | structure
3 | 95 | -2 | 30 | -9 | -5 | 0.2 | -2 | -8 | 7 | O=C(Nc1cccc(F)c1)N1CCCC(CNS(=O)(=O)Cc2ccccc2)C1 (centres undefined)
18 | 106 | 0 | 3 | 11 | 0 | 1.7 | 4 | -1 | 4 | O=[N+]([O-])c1cc(C(F)(F)F)ccc1NCCc1c[nH]c2ccc(O)cc12
19 | 102 | 0 | 6 | 4 | 4 | 0.2 | 17 | -2 | -4 | O=C(CCC1CCCC1)N1CCN(C(=O)c2cccnc2)CC1
14 | 100 | 4 | 22 | 6 | 2 | -1.0 | 0 | 6 | 8 | CCc1ccc2c(c1)c(N=NC1=NC(=O)CS1)c(O)n2CC
25 | 102 | 3 | 29 | 16 | 0 | -1.5 | 2 | -5 | 2 | O=S(=O)(c1ccc(Cl)cc1)N1CCc2ccccc21
22 | 103 | -6 | 46 | -13 | -8 | 6.7 | 13 | -5 | -2 | COc1ccc(CCNC(=O)CCc2ccc(S(=O)(=O)NCC(C)C)cc2)cc1OC

Additional compounds follow:
item | MEKK3 PB1 HTS | IDE inh | PHOSPHO1 inh | CRFBP-R2 block | p-CIP stab down | CRFR2-BP ag | CHRM4 PAM | GalR3 antag | IDE act | structure
26 | 113 | 5 | 50 | -16 | -4 | -0.8 | -4 | -2 | 0 | CC(C)Oc1ccc(/C(O)=C2/C(=O)C(=O)N(CCN3CCNCC3)C2c2cccc([N+](=O)[O-])c2)cc1 (centres undefined)
27 | 97 | 6 | -13 | 6 | -21 | -0.8 | 0 | -5 | -4 | O=C(NCN1C(=O)C2C3C=CC(C3)C2C1=O)Nc1ccccn1 (centres undefined)
28 | 134* | 3 | 0 | 4 | 6 | 0.5 | 2 | -5 | 3 | CCNC(=S)NCc1ccc(F)cc1
29 | 99 | 0 | 18 | -1 | 0 | -0.7 | 8 | 2 | 4 | CCC(Sc1nc(C)cc(C)n1)C(=O)Nc1cc(C)on1 (centres undefined)
30 | 98 | 4 | -8 | 7 | -5 | -1.1 | -2 | -3 | -1 | COc1ccc(CCNC(=O)CSc2nnc(-c3cccc(F)c3)o2)cc1OC
31 | 103 | 1 | 24 | 0 | 1 | -0.8 | 5 | -7 | -2 | O=C(CN1CCN(c2ccccn2)CC1)Nc1ccc(Br)cc1
32 | . | 2 | . | -6 | . | 0.1 | 0 | -1 | 6 | O=S(=O)(c1cccc(C(F)(F)F)c1)c1ccc(O)cn1
33 | 102 | 1 | 38 | -11 | 8 | -0.8 | -7 | 4 | 1 | Cc1cc(OCc2cc(C(=O)N(Cc3nccn3C)C(C)C)no2)cc(C)c1Cl
34 | 97 | -3 | 15 | 2 | -3 | -2.3 | 19 | -3 | 1 | O=C(Oc1ccccc1)c1ccc(-n2cnnn2)cc1
35 | . | -1 | . | 8 | . | -0.6 | 2 | -3 | 2 | Cc1ccc(CN(C)c2ccc(S(=O)(=O)N3CCCC3)cn2)cc1
36 | 103 | 2 | 16 | 8 | -104 | -0.4 | -3 | 2 | 3 | N=c1c(C(=O)NCC2CCCO2)cc2c(=O)n3ccccc3nc2n1Cc1ccc(F)cc1 (centres undefined)
37 | 99 | 3 | 5 | 7 | -10 | -2.7 | -4 | -5 | -1 | Cc1nc2ccc(NC(=O)CCS(=O)(=O)c3ccc(Cl)cc3)cc2s1
38 | 104 | 1 | 18 | -1 | -15 | 0.1 | 1 | -8 | 2 | O=C(c1cnn(-c2ccccc2)c1)c1cc(F)ccc1O
39 | 105 | 0 | 0 | 12 | -9 | -0.2 | 6 | -2 | 6 | Brc1cnc(N2CCCCC2)nc1N1CCOCC1
40 | 109 | 5 | 32 | -11 | -2 | -2.6 | -2 | -2 | 2 | Cc1ccc(OC(=O)Nc2ccccc2)cc1
41 | . | . | . | -1 | . | -0.9 | 3 | -1 | 4 | COc1ccc(NC(=O)c2cc([N+](=O)[O-])ccc2N2CCCC2)cc1S(N)(=O)=O
42 | 103 | -2 | 3 | -2 | -16 | 0.0 | -3 | -3 | 7 | CCN(CC)CCNC(=O)C1c2ccccc2C(=O)N(CCOC)C1c1ccc(F)cc1 (centres undefined)
43 | 104 | -1 | 2 | -4 | 4 | -3.3 | -2 | 5 | 5 | O=[N+]([O-])c1ccc(/C=N/NC(=S)Nc2ccccc2C(F)(F)F)o1
44 | 102 | 1 | 14 | 1 | -11 | -0.3 | 4 | -3 | -2 | O=C1CC(c2ccccc2Oc2cccc(Cl)c2)C(n2cncn2)C(=O)C1C1NCCc2ccccc21 (centres undefined)
45 | 107 | 2 | 3 | 8 | -1 | -2.4 | -2 | -2 | 6 | Cc1noc(C(=O)Nc2c(C)nn(Cc3ccccc3)c2C)c1Cl
46 | 102 | -3 | 20 | -5 | -9 | -3.5 | -11 | -7 | -1 | COc1ccccc1-c1noc2ncnc(Nc3cccc(C)c3)c12
47 | 100 | -2 | 10 | -5 | -4 | -1.1 | -5 | -3 | 2 | CCCCCCCN1CCC(=O)N([C@H](CO)c2ccccc2)CC1
48 | 100 | 6 | 31 | 4 | -8 | -1.6 | -1 | -2 | 1 | O=C(NC1CCN(c2ncccn2)CC1)c1ccccc1Cl
49 | . | . | . | 4 | . | -0.8 | -3 | -1 | -1 | COc1ccc(Cl)cc1NC(=O)CCN1C(=O)NC(C)(C)C1=O
50 | 99 | 3 | 65* | -19 | 0 | -0.3 | 14 | . | 6 | COC(=O)C(C)Sc1ccc2nnc(-c3ccc(F)cc3)n2n1 (centres undefined)

Part of the list above, reduced to MEKK3 PB1 HTS.
item | structure | MEKK3 PB1 HTS
43 | O=[N+]([O-])c1ccc(/C=N/NC(=S)Nc2ccccc2C(F)(F)F)o1 | 104
44 | O=C1CC(c2ccccc2Oc2cccc(Cl)c2)C(n2cncn2)C(=O)C1C1NCCc2ccccc21 (centres undefined) | 102
45 | Cc1noc(C(=O)Nc2c(C)nn(Cc3ccccc3)c2C)c1Cl | 107

Following part:
item | MEKK3 PB1 HTS | IDE inh | PHOSPHO1 inh | CRFBP-R2 block | p-CIP stab down | CRFR2-BP ag | CHRM4 PAM | GalR3 antag | IDE act | structure
51 | 94 | -1 | 15 | . | -16 | . | . | . | . | Fc1ccccc1/C=C1\CCCC2=C1Nc1ncnn1C2c1ccccc1F (centres undefined)
52 | 94 | -8 | 6 | -9 | 10 | 0.3 | -3 | . | 0 | Cc1ccccc1CSCC(=O)NC1CCCC1
53 | 99 | -1 | 33 | -2 | -1 | -1.1 | -1 | -1 | 2 | Cc1cc(-c2nnc(SCC(=O)Nc3ccccc3F)n2N)n[nH]1
54 | . | 0 | . | 16 | . | -0.2 | 2 | -3 | 5 | Nc1nc(SCC(=O)N2CCN(c3ccc(F)cc3)CC2)n[nH]1
55 | 101 | 4 | 21 | 5 | -5 | -0.9 | 7 | 1 | 3 | CCOCCCNc1ncc2c(n1)CC(c1ccc(C)cc1)CC2=O (centres undefined)

Screens: PubChem BioAssay, several laboratories
